PfHsp90 yeast 2: growth inhibition of yeast expressing Plasmodium Hsp90 | S. cerevisiae expressing PfHsp90, BacTiter-Glo ATP, 48 h; yeast lacking PDR1 and PDR3 efflux regulators | AID 504621 | inhibition, % at 9.4 µM | 0.32% of 310,000 active;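 active means every replicate shows inhibition above about 80%, whatever the replicate mean, limit read from the data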;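 further: 0% = DMSO neutral controls and 100% = 20 µM radicicol positive controls; yeast relying on Plasmodium falciparum Hsp90 in place of its own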
E coli growth: counter-screen for AddAB inhibitors: E. coli growth inhibition; AID 449728; 0.27% of 330,000 active; inhibition, % at 11.9 µM; E. coli V3065 growth, OD600 absorbance, 18 h;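 active means inhibition above the campaign's mean inhibition across all tested compounds plus 3 SD, cut at about 9.9% in these data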;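 further: uninfected addAB+ strain grown without phage in ampicillin broth; 0% = DMSO wells and 100% = ciprofloxacin 0.95 µg/ml wells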
AddAB inh: less growth of phage-infected E. coli with AddAB; E. coli expressing H. pylori AddAB, absorbance growth; inhibition, % at 11.9 µM; 0.29% of 330,000 active; AID 435030; in the data active means inhibition above about 12%;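 further: 0% = vehicle wells of infected cells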
Rtt109 Vps75: blocks Candida albicans Rtt109/Vps75 acetyltransferase activity; Q5AAJ8; purified Rtt109/Vps75, ThioGlo CoA-SH fluorescence, 4 h; inhibition, % at 34.9 µM; 0.16% of 330,000 active;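 active means inhibition of at least 50% in every replicate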
Target sequence (Q5AAJ8 whole entry, looked up): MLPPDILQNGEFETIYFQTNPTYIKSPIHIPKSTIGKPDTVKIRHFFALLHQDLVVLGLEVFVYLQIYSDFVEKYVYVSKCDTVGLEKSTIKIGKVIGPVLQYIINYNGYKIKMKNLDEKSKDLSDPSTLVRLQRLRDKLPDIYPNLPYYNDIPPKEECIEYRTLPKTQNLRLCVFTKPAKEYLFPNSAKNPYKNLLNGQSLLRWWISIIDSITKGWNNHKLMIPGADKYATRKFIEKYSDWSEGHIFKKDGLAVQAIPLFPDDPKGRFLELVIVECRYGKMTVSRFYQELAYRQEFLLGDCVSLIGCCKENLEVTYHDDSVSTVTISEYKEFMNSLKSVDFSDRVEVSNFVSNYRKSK
PvdQ acylase: P. aeruginosa PvdQ acylase inhibition; purified PvdQ acylase, fluorescence plate reader; inhibition, % at 10 µM; 0.063% of 340,000 active; AID 488965; in the data active means inhibition above about 30%, passing the limit was not always enough;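 further: 0% = vehicle neutral wells and 100% = reference inhibitor wells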
DAGLB inhibitor: blocks human DAGLB lipase activity; Q8NCG7; HEK293T DAGLB membrane lysate, EnzChek fluorogenic substrate; inhibition, % at 5.17 µM; 0.059% of 340,000 active; in the data active means inhibition above about 34%;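 further: 0% = enzyme with vehicle and 100% = wells lacking enzyme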
Target sequence (Q8NCG7 whole entry, looked up): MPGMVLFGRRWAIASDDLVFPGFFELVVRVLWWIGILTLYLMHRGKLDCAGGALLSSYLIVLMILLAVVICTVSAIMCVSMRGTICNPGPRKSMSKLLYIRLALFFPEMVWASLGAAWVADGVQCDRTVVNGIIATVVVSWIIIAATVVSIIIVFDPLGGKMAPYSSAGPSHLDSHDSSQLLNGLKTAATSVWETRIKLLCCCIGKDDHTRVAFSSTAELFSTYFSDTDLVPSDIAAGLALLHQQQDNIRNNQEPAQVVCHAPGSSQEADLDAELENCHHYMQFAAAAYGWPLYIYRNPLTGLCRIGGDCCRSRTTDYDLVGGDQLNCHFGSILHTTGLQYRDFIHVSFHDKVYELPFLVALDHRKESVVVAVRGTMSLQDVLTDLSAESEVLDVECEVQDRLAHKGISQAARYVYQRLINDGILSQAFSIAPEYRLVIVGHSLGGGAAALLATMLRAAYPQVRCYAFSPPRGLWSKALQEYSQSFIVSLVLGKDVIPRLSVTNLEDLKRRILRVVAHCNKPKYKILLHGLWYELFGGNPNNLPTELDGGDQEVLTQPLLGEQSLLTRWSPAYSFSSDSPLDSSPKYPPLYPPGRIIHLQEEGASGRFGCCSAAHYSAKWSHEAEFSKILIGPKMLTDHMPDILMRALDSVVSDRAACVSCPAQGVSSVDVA
phage Ecoli inh: E. coli growth loss with phage present; 0.26% of 360,000 active; inhibition, % at 11.9 µM; growth absorbance; in the data active means inhibition above about 11%
Tat transport: E. coli Tat transport inhibition | E. coli MC4100 TorA-mCherry Tat export, fluorescence | inhibition, % at 10 µM | 0.036% of 340,000 active;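 active means mean replicate inhibition at least 50% and at least half of replicates individually reaching 50%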;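 further: exported cargo escapes ClpAP degradation while cytoplasmic cargo is degraded and loses fluorescence; 0% = median of neutral control wells and 100% = median of NaSCN control wells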
Wnt bcat act: activates Wnt/beta-catenin signaling in a reporter cell assay; activation, % at 9.35 µM; AID 743398; 1.2% of 300,000 active; activator, plate reader; in the data active means activation above about 30%, passing the limit was not always enough;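 further: 0% = neutral control wells and 100% = positive control wells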
CAL PDZ FP: human CAL PDZ-peptide interaction inhibition | AID 504414 | Q9HD26 | purified CAL PDZ, TMR-peptide fluorescence polarization, 1 h | 0.02% of 330,000 active | inhibition, % at 20 µM;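 active means highest replicate inhibition of at least 40%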;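 further: plate controls were DMSO neutral control wells for no effect and unlabeled competitor peptide control wells for full effect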
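material = purified tagged CAL PDZ domain construct (CerCALP) | compound dosing = 20 µM, one dose | times = 1 h at RT | measured by = fluorescence polarization from S- and P-plane intensities, G-factor corrected | read-out = inhibition from polarization loss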
* = called active by the depositor; x = not tested or not shown. Outcome played no part in choosing rows (roughly 1.9% active in at least one column).

SMILES	PfHsp90 yeast 2	E coli growth	AddAB inh	Rtt109 Vps75	PvdQ acylase	DAGLB inhibitor	phage Ecoli inh	Tat transport	Wnt bcat act	CAL PDZ FP
CCC(=O)Nc1cccc(NC(=O)c2ccc(Br)cc2)c1	-12	2.4	4.3	4	5	-2	5.3	0	6	-1.9
CCOC(=O)c1oc2cc(C)cc(C)c2c1C	1	-1.5	1.7	-2	-10	-4	2.9	-12	-1	-1.9
CCCCNC(=O)CSc1nnc(-c2ccco2)n1C	-9	3.5	-0.3	-2	8	3	0.5	-9	0	-1.8
COc1ccc(OC)c(CNS(=O)(=O)c2cc(-c3cc(C)no3)ccc2OC)c1	-33	-1.1	0.1	-5	-10	-5	0.9	-5	-1	-3.1
O=C(c1ccc(Cn2cc(Br)cn2)o1)N1N=C(C(F)F)CC1(O)C(F)F (stereo not drawn)	-4	-3.7	-0.2	-12	-7	1	x	10	-3	-0.5
O=C(N/N=C/c1ccc2c(c1)OCO2)c1cccc2ccccc12	6	-0.8	2.4	-6	-6	2	1.9	2	1	-2.0
CC(=O)c1ccc(OCC(=O)Nc2cccc(S(=O)(=O)N3CCCC3)c2)cc1	0	0.7	0.1	-3	-5	-3	0.5	-1	1	-5.7
CC1=C(C(=O)Nc2ccccn2)C(c2ccc(F)cc2)n2ncnc2N1 (stereo not drawn)	17	2.5	0.3	3	3	-1	2.7	5	5	-0.3
CC1(C)SC(=S)N(NC(=O)Nc2ccccc2)C1N(O)C(=O)Nc1ccccc1 (stereo not drawn)	x	2.9	4.0	-1	-61	-3	-0.5	8	-3	x
CC(=O)c1cccc(NC(=O)/C(=C\c2ccco2)NC(=O)c2ccco2)c1	-3	3.0	3.0	-1	-4	0	0.7	0	-2	0.8
Cc1ccc(Cl)cc1N1CCN(C(=O)C(=O)N2CCCCC2)CC1	7	-2.1	4.9	3	16	-5	6.9	14	0	-0.4
O=C(Cn1c(=O)oc2ccccc21)Nc1ccccc1C(F)(F)F	-9	0.9	-1.6	-4	-8	-1	1.0	-18	1	0.0
C=CCn1c(-c2ccccc2OCC)n[nH]c1=S	19	1.5	-1.1	3	-3	0	0.2	-6	-3	0.6
COc1ccc(-c2nn(-c3ccccc3)cc2/C=C\C(=O)Nc2ccc(C(=O)O)cc2)cc1	-17	-1.7	1.3	-9	8	x	3.3	1	2	-8.7
CN(C)C(=O)N1CCCC(C(=O)NCc2cccs2)C1 (stereo not drawn)	-2	2.0	0.4	4	-16	1	-3.1	-8	x	-1.8
O=S(=O)(NCC(c1ccco1)N1CCc2ccccc2C1)c1ccc(Br)cc1 (stereo not drawn)	x	-0.4	0.4	-4	-9	-10	4.0	25	0	-1.8
O=C(COc1ncnc2ccccc12)NC(=O)NCc1ccccc1	3	-0.8	2.9	10	-4	0	2.0	-5	x	-1.4
CC1=CC(C)(C)Nc2cc(C)c(C)cc21	-51	-0.3	1.1	0	-4	0	2.1	-2	-3	0.3
Cc1ccc(Oc2ccc(Cl)cc2N)cc1	7	-0.4	2.1	4	-7	-21	3.6	4	-1	0.4
COc1cc(C(=O)NCC(c2ccco2)N(C)C)cc(OC)c1OC (stereo not drawn)	-3	1.0	3.7	-7	-9	-2	3.0	2	-3	0.4
COc1ccc(OCC(=O)N/N=C/C(C)=C/c2ccco2)c(Br)c1	-8	-0.2	0.3	1	-10	3	0.6	-1	-5	-0.3
Cc1ccc(NC(=O)NCCCc2ccccc2)cc1	-59	1.4	3.6	0	-10	-17	5.9	8	-2	-3.1
CCNC(=O)NNC(=O)C1CC(c2cccs2)=NO1 (stereo not drawn)	11	-1.4	1.2	10	-2	2	3.0	19	-1	-2.8
CC(Sc1nc2ccccc2c(=O)n1CCc1ccc(S(N)(=O)=O)cc1)C(=O)NC(N)=O (stereo not drawn)	24	1.0	4.5	-1	-7	-2	0.9	-2	0	-1.8
COc1ccc(C)cc1NC(=O)c1cnc2n(c1=O)CCS2	17	1.1	-0.3	-5	7	0	0.5	-1	x	-2.5
CCn1c(/C=C\c2ccccc2C)nc2ccccc2c1=O	-16	1.2	-0.9	-16	-9	-8	2.1	-3	4	-3.5
O=[N+]([O-])c1ccccc1/C=C/CN1CCCC(CO)C1 (stereo not drawn)	16	-0.2	5.3	-5	-3	-2	2.5	0	2	-1.1
CC(C)NC(=O)NC(=O)COC(=O)/C=C/c1ccccc1[N+](=O)[O-]	-23	-0.7	0.5	11	-6	0	3.2	-2	-1	-0.2
COc1ccc(COC(=O)c2cc(S(=O)(=O)N3CCCCC3)ccc2N2CCOCC2)cc1	x	0.3	0.9	5	-9	-1	0.5	0	-2	-1.8
Cc1ccc(-c2ccc(=O)n(Cc3ccc(F)cc3Cl)n2)cc1	11	x	x	-4	-1	-8	0.9	1	-2	-0.7
CCCCSCCCNC(=O)c1ccc2c(c1)N(CC)C(=O)c1ccccc1S2=O (stereo not drawn)	-19	-2.4	-1.1	0	-18	0	0.7	-3	-2	-1.3
CC(C)CCN1CCN(Cc2ccoc2)CC1CCO (stereo not drawn)	-23	2.1	4.1	-9	-5	0	1.7	1	-1	-0.5
Cc1ccc(-n2cc(CN3CCNC(=O)CC3)c(-c3ccc(F)cc3)n2)cc1	-13	-2.8	1.2	-2	-13	-2	1.6	1	27	-1.2
Cc1nn(-c2ccccc2)c(C)c1NC(=O)COc1ccc(F)cc1Cl	-26	1.7	3.7	-4	-15	2	2.2	0	4	-2.2
O=C(O)c1ccc(S(=O)(=O)c2ccc3c(c2)C(=O)N(NC(=O)c2cccnc2)C3=O)cc1	8	1.4	0.6	0	-17	-4	2.0	-9	2	-1.5
CC1CN(C(=S)Nc2ccccc2)N(c2ccccc2)C1 (stereo not drawn)	11	-2.8	0.8	-5	-14	1	2.3	-5	-6	-1.0
O=C(CSC1=NNC(c2ccccn2)S1)Nc1ccc(C(F)(F)F)cc1 (stereo not drawn)	2	3.9	8.7	-18	-7	-8	9.4	-7	-19	1.6
O=C(CSc1ncccn1)NC(=O)NCc1ccco1	15	-2.0	-0.9	-4	-6	0	3.5	-21	36*	-0.7
COc1ccccc1C(=O)Nc1nc2ccccc2s1	29	-1.1	-1.2	-7	22	-3	-0.8	1	-8	-2.6
CCN(CC(=O)NCc1ccc(Cl)cc1)C(=O)CSCC(=O)Nc1ccc(C)cc1	25	1.5	1.4	-7	4	-2	3.6	0	-2	-1.7
CC1(C(=O)OCC(=O)NC(=O)NCc2ccccc2)CC1(Cl)Cl (stereo not drawn)	6	0.3	0.9	4	-13	-3	2.0	0	-1	-4.2
O=C(c1ccccc1)C1(c2ccccc2)OC1c1ccccc1 (stereo not drawn)	22	x	x	-11	4	-7	3.8	3	0	-0.6
CCOC(=O)C1CCN(c2cc(C)nc3cc(-c4cccc(F)c4)nn23)CC1	x	-2.6	-0.1	-4	-15	0	1.1	4	x	x
C/C(=N\OCC(=O)OCC(=O)NC(=O)c1ccccc1)c1ccc2c(c1)OCO2	-1	2.7	5.3	-4	-8	0	4.1	-5	-2	-0.2
CCN(C(=O)CN1C(=O)S/C(=C\c2ccc(Cl)cc2)C1=O)C1CCS(=O)(=O)C1 (stereo not drawn)	-3	-2.2	-0.7	7	4	6	1.0	-5	-2	-1.9
Cc1cn(S(=O)(=O)c2cc(Br)ccc2Br)cn1	3	1.1	-0.3	1	-7	-1	2.7	0	x	-1.1
COC(=O)c1ccc(COc2ccc(-c3nnn(CC(N)=O)n3)cc2)cc1	-3	1.1	-1.4	11	-15	0	4.9	-6	1	-1.3
O=C(NNS(=O)(=O)c1ccccc1)c1cc2cc3ccccc3nc2s1	19	-0.7	1.0	21	-8	1	0.1	10	6	-3.5
CCOc1ccccc1N(CC(=O)NCC1CCCO1)C(=O)CCC(=O)Nc1ccccn1 (stereo not drawn)	1	x	x	-3	2	-5	1.7	-8	x	x
O=C(Nc1ccc(NC(=O)c2ccc(Cl)cc2Cl)cc1)c1ccc2c(c1)OCO2	-5	0.2	4.9	-4	-11	-1	3.1	-11	-6	1.3
(further entries)
SMILES	PfHsp90 yeast 2	E coli growth	AddAB inh	Rtt109 Vps75	PvdQ acylase	DAGLB inhibitor	phage Ecoli inh	Tat transport	Wnt bcat act	CAL PDZ FP
CCOC(=O)c1[nH]cnc1N=Nc1c(O)ccc2ccccc12	7	-1.8	-0.8	6	-8	12	0.3	-2	x	1.7
N#CCC(=O)N/N=C1\CCCCC1C1CCCCC1 (stereo not drawn)	-14	3.4	2.8	-26	-12	0	2.2	2	x	0.3
CC(=O)N1c2ccc(S(=O)(=O)N3CCC(C(=O)Nc4cc(C)ccn4)CC3)cc2CC1C (stereo not drawn)	29	-0.5	3.2	7	-10	0	1.9	-2	-3	-0.9
N=C1SC(CC(=O)Nc2ccccc2[N+](=O)[O-])C(=O)N1c1ccccc1 (stereo not drawn)	2	-0.2	-0.5	-19	-11	0	-4.2	-3	-2	-0.9
CCC(CC)COC(=O)C1=C(C)NC(=O)NC1c1ccc([N+](=O)[O-])cc1 (stereo not drawn)	-8	-1.0	1.9	0	-19	0	0.9	12	-3	-1.1
CCOc1ccc(S(=O)(=O)N2CCC(C(N)=O)CC2)c2ccccc12	-47	1.1	-1.4	-9	-7	-3	0.6	-4	-4	-3.3
C=CCN1c2ccccc2C(=O)CS1(=O)=O	-21	0.7	1.4	3	2	16	3.4	3	-1	0.7
CC(CC(=O)NCCc1ccc(S(N)(=O)=O)cc1)c1ccccc1 (stereo not drawn)	9	-0.6	0.6	1	-1	-1	2.2	4	-1	-0.4
CCOC(=O)C1CCCN(C(=O)CN2C(=O)/C(=C/c3ccc(OC)cc3)Oc3ccccc32)C1 (stereo not drawn)	4	-1.0	1.3	6	-11	-17	0.6	-7	2	0.1
COc1ccc(NC(=O)COC(=O)c2cnccn2)cc1Cl	2	2.6	3.2	-9	-7	-2	1.6	1	x	-3.1

Printed as active in Wnt bcat act (from the list above):
canonical_smiles | AddAB inh | Rtt109 Vps75 | PvdQ acylase | DAGLB inhibitor | phage Ecoli inh | Tat transport | Wnt bcat act | CAL PDZ FP
O=C(CSc1ncccn1)NC(=O)NCc1ccco1 | -0.9 | -4 | -6 | 0 | 3.5 | -21 | 36* | -0.7

Additional records
SMILES	PfHsp90 yeast 2	E coli growth	AddAB inh	Rtt109 Vps75	PvdQ acylase	DAGLB inhibitor	phage Ecoli inh	Tat transport	Wnt bcat act	CAL PDZ FP
CCn1c(=O)n(CC)c2cc(S(N)(=O)=O)c(C)cc21	x	-1.1	1.3	2	6	0	0.9	-5	0	-0.9
CC(C)(C)C(=O)/C(C#N)=C/c1ccc(O)cc1	11	-0.8	-0.5	0	-14	x	5.3	-4	0	-0.4
COCc1cc(=O)[nH]c(N2CCN(Cc3ccc4c(c3)OCO4)CC2)n1	-7	2.4	1.6	8	-11	-3	2.9	-11	2	-0.1
FC(F)(F)c1ccc(C2[C@H]3CN(Cc4cccnc4)[C@H](c4ccccc4)C34CC2(c2ccccc2)C4)cc1 (stereo partly drawn)	-6	-0.2	0.3	8	-19	-5	6.6	-9	-15	-0.8

Random excerpt: 3 entries already listed, in no set order.
SMILES	PfHsp90 yeast 2	E coli growth	AddAB inh	Rtt109 Vps75	PvdQ acylase	DAGLB inhibitor	phage Ecoli inh	Tat transport	Wnt bcat act	CAL PDZ FP
CC1=CC(C)(C)Nc2cc(C)c(C)cc21	-51	-0.3	1.1	0	-4	0	2.1	-2	-3	0.3
O=C(Cn1c(=O)oc2ccccc21)Nc1ccccc1C(F)(F)F	-9	0.9	-1.6	-4	-8	-1	1.0	-18	1	0.0
CC(Sc1nc2ccccc2c(=O)n1CCc1ccc(S(N)(=O)=O)cc1)C(=O)NC(N)=O (stereo not drawn)	24	1.0	4.5	-1	-7	-2	0.9	-2	0	-1.8
